human PMI inhibition = MPI enzyme activity inhibition – biochemical, fluorescence intensity, coupled assay, primary screen (AID 1209) | 0.42% of 190,000 active | inhibition, % at 20 µM; hits with a dose series show IC50 in µM | purified PMI enzyme, coupled fluorescence intensity; higher % means a stronger effect; in the data active = inhibition above about 50%;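 note: plate controls were DMSO vehicle for no effect and wells lacking substrate for full effect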
Myeloid diff MLP = myeloid differentiation induction; ER-HoxA9 myeloid progenitors, lysozyme-GFP differentiation, flow cytometry; 1% of 360,000 active; AID 624256; calls only at 10 µM;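 active = normalized GFP-positive differentiation at or above the plate's own cutoff, the solvent-only control mean plus 3 SD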;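 note: cells exposed to compound for four days before flow analysis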
Hep lipid drop = hepatic lipid droplet formation modulation; 0.4% of 240,000 active; AID 1656; inhibition, % at 6.5 µM; AML12 mouse hepatocytes, oleate lipid droplets, BODIPY imaging;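 active = lipid droplet intensity inhibited by at least 50%, with more than 500 cells counted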
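Assay system: AML12 mouse liver cells | Compound dosing: One dose, 6.5 µM compound | Read-out basis: Droplet intensity reduction, % inhibition | Measured by: Fluorescence imaging, 20x objective, two fields per well | Schedule: Overnight treatment with compound plus oleate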
Insulin prom up = MIN6 insulin promoter up-regulation | MIN6 insulin promoter-GFP reporter, high-content imaging; stronger effect = higher value | AID 1625 | z-score at 5 µM | 0.3% of 190,000 active;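 active = z-score above 3 at 5 µM with at least 500 cells counted in the well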
TNAP activation fold = human TNAP enzyme activators, primary screen, biochemical, luminescent, no phosphate acceptor, uHTS (AID 1001); purified TNAP, luminescent activation assay, no phosphate acceptor; higher activation fold means a stronger effect; activation fold at 20 µM; hits with a dose series show EC50 in µM; 0.03% of 200,000 active; in the data active = activation fold from about 3, or a potency from the dose series; inactive = the rest, 99 in 100 with activation fold below about 1.6; note: many of its hits are not listed in these tables
T cell modulator = T cell immune modulators affecting CD8 T cell-vesicle binding; 0.068% of 330,000 active; AID 2052; calls only at 7 µM; 2C CD8+ T cell-vesicle binding, flow cytometry; stronger effect = lower value;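 active = response, share of CD8 T cells binding vesicles, and their 90th percentile fluorescence all below set limits, cut at about 80% in these data, passing the limit was not always enough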
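Assay system: 2C TCR transgenic mouse naive CD8+ T cells, MACS-purified | Read-out: CD8+ gate FL2 mean fluorescence as % of same-row positive control | Signal: High-throughput flow cytometry with anti-B7-1 and anti-CD8 staining | Timing: Binding step 1.5 h, 37 °C, antibody labelling 20 min, ice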
MT stabilize HCS = stabilizes microtubules in HeLa cells; % tubulin-high responders, % at 10 µM; HeLa tubulin immunostaining HCS, 24 h; share of cells brighter than vehicle mean+2SD; 0.83% of 200,000 active;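 active = plate Z-score above 3 for both tubulin-high and condensed-nucleus cell shares, with cell loss under 80%, at 10 µM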;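 note: anti alpha tubulin signal scored within the nucleus-defined area of each cell; some results filed as inactive read as strong as hits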
b-catenin transl = alters nuclear translocation of beta-catenin in HeLa cells; immunofluorescence imaging; nuclear translocation activity, % at 5 µM; 0.3% of 190,000 active; AID 1665;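 active = nuclear translocation activity above 50% at 5 µM, with a well cell count of 50 or more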;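 note: per-cell ratio of nuclear to cytoplasmic median beta-catenin stain intensity; plate controls were DMSO negative control for no effect and GSK-3 inhibitor IX positive control for full effect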
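Read-out: Nuclear/cytoplasmic beta-catenin signal ratio, % activation | Assay system: Human HeLa cell line | Times: 24 h compound exposure at 37°C, 5% CO2 | Signal: Fluorescence imaging of beta-catenin antibody stain plus DAPI | Dosing: 5 µM primary, 0.02–20 µM confirmation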
Dynein cargo inh = dynein cargo transport inhibition | AID 1381 | 3617.4 mouse cells, GR-EGFP nuclear translocation imaging; test concentration mostly 20 µM; stimulated with dexamethasone, 1 µM; stronger effect = lower value | 0.47% of 220,000 active | z-score, hits read low;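 active = plate z-score of nuclear minus cytoplasmic receptor signal below a set negative limit, without overly bright fluorescence or cell loss, cut at about -3.5 in these data, passing the limit was not always enough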;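 note: z-score of nuclear minus cytoplasmic ring GR-EGFP intensity difference per well; some compounds called inactive have numbers as strong as hits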
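Buffer or medium: Induction medium lacking tetracycline, stripped serum | Also added: Dexamethasone agonist, 1.0 µM final, for 30 min | Timing: 48 h induction, 1 h compound, 30 min dex at 37 °C | Detection: Formaldehyde fixation, Hoechst nuclear stain, 10x automated fluorescence imaging | Measure: Nuclear versus cytoplasmic GR-EGFP signal, averaged per well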
Dynein cargo inh cytoplasmic EGFP = also measured in Dynein cargo inh; calls as there; z-score; measured here: cytoplasmic GR-EGFP intensity; stronger effect = higher value
Dynein cargo inh nuclear GR-EGFP = further read-out of Dynein cargo inh, marked with its call; z-score; measured here: nuclear GR-EGFP intensity;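 lower value marks the stronger effect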
Dynein cargo inh cell count = further read-out of Dynein cargo inh, marked with its call; z-score; measured here: cell count per field
Insulin prom up cell count = second read-out of Insulin prom up, no call of its own (marks repeat the call); cell count; measured here: cytotoxicity, nuclei count;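 total cells summed across four imaged fields per well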
Hep lipid drop cells 6.5 µM = recorded beside Hep lipid drop, whose call it bears; cell count; measured here: cell count, cytotoxicity flag;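 cells counted across two imaged fields per well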
b-catenin transl cell count 5 µM = further read-out of b-catenin transl, marked with its call; cell count; measured here: cell count, cytotoxicity flag
T cell modulator vesicle-bound % = further read-out of T cell modulator, marked with its call; double positive events, %; measured here: CD8+ vesicle-bound cell fraction;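 binding gate set so that unloaded-vesicle control wells show 10% double positive cells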
MT stabilize HCS Hoechst-high % = recorded beside MT stabilize HCS, whose call it bears; % Hoechst-high responders; measured here: nuclear condensation Hoechst responders;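 share of cells brighter than vehicle mean plus two SD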
MT stabilize HCS cytotoxicity % = second read-out of MT stabilize HCS, no call of its own (marks repeat the call); toxicity, %; measured here: cytotoxicity by cell density;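 0% = mean cell density of plate MIN control wells and 100% = no cells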
Myeloid diff MLP GFP+ MAC1+ % = further read-out of Myeloid diff MLP, marked with its call; GFP+ MAC1+ double positive, %; measured here: differentiation confirmed by MAC1 staining
Numbers without * were called inactive; i = inactive; x = not tested or not shown.

SMILES | human PMI inhibition | Myeloid diff MLP | Myeloid diff MLP GFP+ MAC1+ % | Hep lipid drop | Hep lipid drop cells 6.5 µM | Insulin prom up | Insulin prom up cell count | TNAP activation fold | T cell modulator | T cell modulator vesicle-bound % | MT stabilize HCS | MT stabilize HCS Hoechst-high % | MT stabilize HCS cytotoxicity % | b-catenin transl | b-catenin transl cell count 5 µM | Dynein cargo inh | Dynein cargo inh cytoplasmic EGFP | Dynein cargo inh nuclear GR-EGFP | Dynein cargo inh cell count
O=C(CCc1nnc(-c2ccccc2)o1)NCc1c(F)cccc1F | 10% | i | 0.2 | -2 | 710 | -0.37 | 1427 | 1.1 | i | 1 | 3.8 | 2.3 | 5.8 | 2.1 | 980 | -0.42 | -0.33 | -0.23 | 0.75
CCOC(=O)N1CCN(C(=O)COc2ccc(Br)cc2)CC1 | 3% | i | 0.5 | x | x | 0.73 | 1085 | 1.1 | i | 35 | 1.6 | 1.0 | 5.6 | -0.8 | 1166 | -0.38 | -0.19 | -0.28 | 0.22
O=C(O)/C=C/C(=O)Nc1ccc2c(c1)NC(=O)CO2 | x | i | 0.2 | 6 | 707 | 1.6 | 1191 | 1.1 | i | 33 | 2.7 | 2.1 | 2.1 | -1.2 | 1021 | -0.25 | -0.11 | -0.073 | -0.013
CCC(=O)NC1=C(NC(C)c2ccccc2)C(=O)c2ccccc2C1=O (stereo not drawn) | -7% | i | 0.0 | 6 | 836 | x | x | 1 | i | 59 | 1.9 | 1.3 | 4.9 | x | x | 1.1 | -0.28 | 1.1 | -1.1
CCOC(=O)c1ccccc1C(=O)N1CCOCCOCCOCC1 | 7% | i | 0.2 | -11 | 702 | 0.6 | 1353 | 1 | i | 54 | 2.3 | 2.0 | 12 | -0.6 | 1005 | 0.75 | -0.2 | 0.49 | -0.091
COC(=O)COc1ccc2oc(=O)cc(C)c2c1 | 4% | i | 0.5 | -3 | 719 | -0.1 | 1246 | 1.1 | i | 41 | 2.1 | 1.3 | 4.6 | -2.2 | 1084 | -0.36 | -0.17 | 0.02 | 0.37
CCOc1ccc(-n2cc(C(=O)NC(C)C)c3cc(OC)c(OC)cc3c2=O)cc1 | 9% | i | 0.7 | x | x | 0.09 | 1120 | 1.1 | i | 60 | 4.4 | 0.9 | 7.4 | 0.2 | 808 | 2.5 | 0.16 | 1.4 | -1.6
O=C1N(CN2C(=O)C3(OCCO3)c3ccccc32)c2ccccc2C12OCCO2 | 6% | i | 0.8 | -10 | 699 | 0.27 | 834 | 1.1 | i | 13 | 3.9 | 4.3 | 4.7 | -5.6 | 1123 | -0.53 | -0.066 | -0.04 | 1.2
Cc1ccc2c(c1)nnn2C1CCN(CC(=O)NCCc2ccccc2)CC1 | -6% | i | 10 | x | x | x | x | 1.1 | i | 37 | 1.6 | 3.1 | 7.3 | x | x | 0.16 | -0.23 | 0.44 | -0.33
CC1(C)NC(=O)N(CC(O)CN2CCOCC2)C1=O (stereo not drawn) | 6% | i | 2.4 | 6 | 751 | -0.27 | 1003 | 1.1 | i | 32 | 5.9 | 2.8 | 6.7 | -3.3 | 1163 | -1.1 | -0.33 | -0.45 | 0.35
O=C(COC(=O)c1ccccc1Cc1ccccc1)Nc1ccc(SC(F)F)cc1 | 17% | i | 0.4 | -2 | 704 | -0.74 | 1458 | 1.1 | i | 57 | 2.3 | 1.7 | 2.0 | x | x | 1.5 | -0.0018 | 0.55 | -0.95
COCCCNCCOc1ccc(C)cc1[N+](=O)[O-] | 2% | i | 0.2 | -4 | 613 | 0.42 | 1263 | 1 | i | 8 | 3.4 | 4.3 | 5.9 | 5.1 | 557 | -0.44 | -0.29 | -0.68 | 0.63
OCC1CCCN(C(=S)Nc2ccc(Nc3ccccc3)cc2)C1 (stereo not drawn) | 11% | i | 0.4 | -6 | 649 | -0.45 | 1586 | 1.1 | i | 35 | 1.9 | 1.5 | 10 | -0.7 | 1075 | -0.12 | -0.26 | 0.55 | -0.44
c1ccc(N(c2ccccc2)c2nc(-n3ccnc3)nc(-n3ccnc3)n2)cc1 | -3% | i | 0.9 | x | x | 0.18 | 1642 | 1.1 | i | 34 | 5.7 | 1.9 | 1.9 | -4.8 | 969 | 0.71 | -0.27 | 0.75 | -0.036
COc1cc(OC)cc(C(=O)NCC(=O)OCC(=O)N2CCc3ccccc32)c1 | -4% | i | 0.5 | 1 | 699 | 1.4 | 1163 | 1 | i | 57 | 2.5 | 1.8 | 1.8 | -5.5 | 1073 | -0.12 | -0.084 | -0.024 | -1.7
CCOC(=O)C1=C(N)OC2=C(C(=O)CC(C)(C)C2)C1c1ccccc1OC (stereo not drawn) | -5% | i | 1.0 | 2 | 632 | 0.69 | 1431 | 1.1 | i | 58 | 1.9 | 1.9 | 15 | 0.5 | 1543 | -0.13 | -0.29 | -0.067 | 0.51
O=C(CN1CCOc2ccccc21)NC1CCCCCCC1 | x | i | 2.3 | x | x | x | x | x | i | 13 | 2.3 | 3.7 | 8.3 | x | x | 1.8 | 0.025 | 1.4 | -1.4
O=C1C=C(c2ccc(Cl)cc2)C(=O)N1Nc1ccccc1 | 4% | i | 1.3 | 13 | 776 | -1.3 | 899 | 1.2 | i | 66 | 1.3 | 1.0 | 7.8 | x | x | -4.4* | 2.3* | -1.9* | -0.12*
COC(=O)Nc1ccc(C)cc1NC(=O)OC | 0% | i | 0.6 | -2 | 686 | x | x | 1 | i | 30 | 1.7 | 1.3 | 8.8 | -1.6 | 1111 | 0.097 | -0.24 | 0.22 | 0.81
CNc1ccc(Br)cc(C(=O)/C=C/c2cccc(OC)c2)c1=O | -12% | i | 0.8 | 2 | 688 | x | x | 0.9 | i | 53 | 13* | 17* | 24* | 38 | 254 | -1.7 | 2.5 | -0.39 | 0.87
CCc1nnc(NC(=O)CSc2nnc(-c3c[nH]c4ccccc34)n2CCOC)s1 | 5% | i | 6.9 | x | x | 0.18 | 1350 | 1.1 | x | x | 3.9 | 2.7 | 4.9 | -0.5 | 1006 | -0.62 | -0.19 | -0.065 | 0.16
CC(=O)c1sc(-c2ccc(Cl)cc2)cc1N | x | i | 0.5 | 28 | 780 | -0.11 | 1298 | x | i | 40 | x | x | x | -1.3 | 971 | 2.6 | -0.13 | 1.1 | -2.6
CC(C)(CO)NCC#Cc1ccccc1 | -1% | i | 0.8 | -6 | 684 | -0.04 | 1520 | 1.1 | i | 47 | 4.4 | 2.9 | 6.0 | -4.0 | 1071 | -0.58 | -0.25 | -0.15 | 1.2
Cc1ccc2nc(NCC(N)=O)nc(-c3ccccc3)c2c1 | x | x | x | -3 | 723 | -0.14 | 1525 | x | i | 47 | x | x | x | 0.8 | 1075 | -0.1 | -0.27 | -0.45 | 0.03
CC(C)(C)c1ccc(-c2n[nH]c(=S)n2CCCN2CCOCC2)cc1 | 9% | i | 0.4 | 8 | 695 | -0.23 | 1476 | 1 | i | 28 | 5.7 | 1.1 | 6.0 | -2.7 | 1080 | 0.48 | -0.2 | 0.74 | -1.1
Cc1cc(Nc2ccc3c(c2)OCCO3)n2nc(C)nc2n1 | -8% | i | 1.1 | x | x | -1 | 958 | 1.1 | i | 65 | 6.5 | 2.1 | 5.1 | x | x | -0.43 | -0.17 | -0.19 | 0.26
O=C(Nc1ccccc1N1CCOCC1)C1CCN(S(=O)(=O)c2ccc(F)cc2)CC1 | 4% | i | 0.4 | -2 | 670 | -1.2 | 1286 | 1.1 | i | 4 | 2.1 | 2.5 | 6.6 | -3.7 | 1178 | -0.27 | -0.21 | 0.16 | 0.62
CC(C)c1ccc(-c2cc(C(=O)NN3CCN(C)CC3)c3ccccc3n2)cc1 | 4% | i | 0.6 | -48 | 733 | -0.16 | 939 | 1 | i | 51 | 5.9 | 2.3 | 8.5 | -2.4 | 463 | 1.3 | -0.21 | 0.62 | -1.3
CC(C)CC(=O)NC(=S)Nc1cc(C(=O)O)ccc1Cl | -7% | i | 0.1 | 0 | 665 | 0.06 | 1370 | 1 | i | 10 | 1.3 | 1.8 | 6.7 | -2.4 | 979 | 0.57 | -0.22 | 0.32 | 0.098
O=C(/C=C/c1ccc([N+](=O)[O-])cc1)Nc1cccnc1 | 2% | i | 0.8 | x | x | x | x | 1 | i | 40 | 1.6 | 1.2 | 4.9 | x | x | 1.8 | -0.15 | 0.96 | -0.76

Results in Hep lipid drop, MT stabilize HCS Hoechst-high % and TNAP activation fold (three entries from above):
SMILES	Hep lipid drop	MT stabilize HCS Hoechst-high %	TNAP activation fold
O=C(COC(=O)c1ccccc1Cc1ccccc1)Nc1ccc(SC(F)F)cc1	-2	1.7	1.1
COCCCNCCOc1ccc(C)cc1[N+](=O)[O-]	-4	4.3	1
OCC1CCCN(C(=S)Nc2ccc(Nc3ccccc3)cc2)C1 (stereo not drawn)	-6	1.5	1.1

Screening results from PubChem.
